PI4K2A inh – qHTS for small molecular inhibitors of PI4K2A; Phosphatidylinositol 4-kinase type 2-alpha (Homo sapiens), Q9BTU6; purified PI4K2A, ADP-Glo luminescence, 1 h; active compounds read low; activity change, negative = inhibition, % at 76.9 µM; hit rate 0.13% among 420,000; AID 1346378, 2018; in the data active = activity change below about -50%; inconclusive = mostly about -30% to -49%;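 also: -100% = wells without enzyme as full effect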
Target sequence (Q9BTU6 whole entry, looked up): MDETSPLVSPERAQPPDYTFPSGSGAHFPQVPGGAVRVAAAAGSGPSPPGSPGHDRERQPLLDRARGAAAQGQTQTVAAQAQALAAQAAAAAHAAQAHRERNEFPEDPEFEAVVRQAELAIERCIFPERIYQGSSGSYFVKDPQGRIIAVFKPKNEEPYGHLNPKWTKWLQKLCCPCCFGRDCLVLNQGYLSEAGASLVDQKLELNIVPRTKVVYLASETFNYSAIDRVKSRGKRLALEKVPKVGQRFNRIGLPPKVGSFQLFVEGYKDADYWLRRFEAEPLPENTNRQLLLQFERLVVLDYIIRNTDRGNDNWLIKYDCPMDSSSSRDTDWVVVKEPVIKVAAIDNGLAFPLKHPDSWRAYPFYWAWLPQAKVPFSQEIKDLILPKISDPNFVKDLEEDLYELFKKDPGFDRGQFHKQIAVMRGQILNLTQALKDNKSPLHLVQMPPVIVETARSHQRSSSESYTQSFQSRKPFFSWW
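PI4K2A activity was measured by ADP-Glo luminescence: enzyme (4 ug/mL stock) and phosphatidylinositol (1.2 mM stock) in Tris pH 7.5/MgCl2/EGTA/Triton X-100 buffer were reacted with ATP (300 microM stock) for one hour at ambient temperature.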
GLS inh – qHTS for Inhibitors of Glutaminase (GLS) | Glutaminase kidney isoform, mitochondrial (Homo sapiens), O94925 | GLS enzymatic activity, qHTS titration | Potency, µM (titrated, usually from 45.5 µM), inactives show at the highest dose activity change, negative = inhibition, usual class: inhibitors | hit rate 0.21% among 410,000 | AID 624170, 2012; also: potency is read from the fitted curve at half-maximal effect; % is scaled to controls: 0 for no effect and ±100 for the full control effect
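Read-out is an Amplex red fluorescence increase coupled through glutamate oxidase and HRP, measured before and after 30 min room-temperature incubation. hKGA is in 45 mM KH2PO4 (pH 8.2) with 0.02% Tween-20; glutamine added as 1mM solution.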
TrxR1 substrate – qHTS Assay for Substrates of Mammalian Selenoprotein Thioredoxin Reductase 1 (TrxR1): qHTS | Thioredoxin reductase 1, cytoplasmic (Rattus norvegicus), O89049 | purified TrxR1 substrate turnover, NADPH consumption readout | Potency, µM (top dose mostly 114 µM), for inactives: at the highest dose activity change, negative = substrate turnover | hit rate 0.01% among 390,000; also: potency is read from the fitted curve at half-maximal effect; % is scaled to controls: 0 for no effect and ±100 for the full control effect; nearly all actives have a fitted effect of over 50% in size
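Rat TrxR1, dispensed at 90 nM, was prereduced with 400 uM NADPH (final) for 5 min at ~22 deg C, then incubated with compound 15 min before 400 uM selenite. A first-read NADPH fluorescence drop versus no-compound background flagged substrates.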
IDH1 R132H inh – qHTS for Inhibitors of mutant isocitrate dehydrogenase 1 (IDH1): qHTS. IDH1-R132H enzyme, NADPH consumption, diaphorase/resazurin fluorescence. Potency, µM (doses to about 76.6 µM), for inactives: at the highest dose activity change, negative = inhibition, most hits filed as inhibitors. hit rate 0.093% among 390,000; also: potency is read from the fitted curve at half-maximal effect; % is scaled to controls: 0 for no effect and ±100 for the full control effect; nearly all actives have a fitted effect of over 65% in size
Target sequence (O75874 whole entry R132H, stated change not applied): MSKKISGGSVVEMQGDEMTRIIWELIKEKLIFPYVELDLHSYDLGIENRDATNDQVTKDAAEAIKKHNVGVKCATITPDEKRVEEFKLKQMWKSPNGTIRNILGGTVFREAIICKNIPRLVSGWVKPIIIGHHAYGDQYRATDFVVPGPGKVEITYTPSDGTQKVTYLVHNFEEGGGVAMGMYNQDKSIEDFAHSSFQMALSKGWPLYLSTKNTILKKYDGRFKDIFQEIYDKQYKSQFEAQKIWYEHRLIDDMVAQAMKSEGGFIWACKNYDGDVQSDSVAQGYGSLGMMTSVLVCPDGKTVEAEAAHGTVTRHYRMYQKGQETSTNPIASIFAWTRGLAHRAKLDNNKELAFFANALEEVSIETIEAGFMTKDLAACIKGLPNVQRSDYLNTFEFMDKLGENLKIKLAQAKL
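IDH1-R132H (0.5 ug/mL) preincubated 30 min with compound, then NADPH (0.016 mM) and alpha-KG (2 mM) added; 80 min at RT, pH 7.5. Remaining NADPH coupled via diaphorase/resazurin to fluorescence (540/590 nm); concentration-response curves normalized to no-enzyme control.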
USP1-UAF1 inh – Inhibitors of USP1/UAF1: Primary Screen; Ubiquitin carboxyl-terminal hydrolase 1 (Homo sapiens), O94782; recombinant USP1/UAF1, Ub-Rhodamine cleavage fluorescence; Potency, µM (series often up to 57.1 µM), for inactives: top-dose activity change, negative = inhibition, usual class: inhibitors; hit rate 0.23% among 390,000; AID 743255, 2014; also: potency is read from the fitted curve at half-maximal effect; % is scaled to controls: 0 for no effect and ±100 for the full control effect; nearly all actives have a fitted effect of over 60% in size; inactives centre near -12
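USP1/UAF1 complex at 1 nM was preincubated with compound for 15 min at room temperature, then Ub-Rho substrate (150nM final) was added. Fluorescence (480/540 nm) was read kinetically, 6 reads every 60 seconds.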
TrxR1 inh – qHTS Assay for Inhibitors of Mammalian Selenoprotein Thioredoxin Reductase 1 (TrxR1): qHTS | recombinant rTrxR1, NADPH fluorescence consumption, selenite substrate | Potency, µM (top dose mostly 114 µM), for inactives: at the top dose activity change, negative = inhibition, actives largely listed as inhibitors | hit rate 1% among 390,000; also: potency is read from the fitted curve at half-maximal effect; % is scaled to controls: 0 for no effect and ±100 for the full control effect; nearly all actives have a fitted effect of over 65% in size
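Rat TrxR1 (90 nM in the dispensed reagent) was pre-reduced with 400 uM NADPH for 5 min at room temperature, then incubated with compound for 15 min. After 400 uM selenite was added, NADPH fluorescence (Ex 340/Em 450 nm) was followed for 8 min.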
HP1b chromo inh – HTS for Inhibitors of HP1-beta Chromodomain Interactions with Methylated Histone Tails. AlphaScreen HP1-beta / biotin-H3K9me3 peptide binding. Potency, µM (highest dose often 114 µM), for inactives: at the top dose activity change, negative = inhibition, most hits filed as inhibitors. hit rate 0.56% among 390,000. AID 540317, 2011; also: potency is read from the fitted curve at half-maximal effect; nearly all actives have a fitted effect of over 70% in size; inactives centre near 23
Target sequence (P83916 whole entry, looked up): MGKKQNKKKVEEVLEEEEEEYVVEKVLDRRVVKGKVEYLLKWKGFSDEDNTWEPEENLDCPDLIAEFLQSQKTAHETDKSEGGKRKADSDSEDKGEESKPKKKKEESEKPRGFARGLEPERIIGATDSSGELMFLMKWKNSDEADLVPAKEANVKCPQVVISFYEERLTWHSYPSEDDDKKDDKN
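Compound inhibition of the preformed complex between 50 nM HP1-beta and 50 nM biotinylated H3K9me3 peptide was read by AlphaScreen. Buffer was PBS pH 7.4 with 0.01% Tween-20. Incubations ran 30 min at room temperature, with 10 ug/mL donor/acceptor beads.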
Pin1 inhibitor – qHTS Assay to Find Inhibitors of Pin1; Peptidyl-prolyl cis-trans isomerase NIMA-interacting 1 (Homo sapiens), Q13526; Pin1 FP peptide displacement, HiFluor488, 10 min; Potency, µM (series often up to 115 µM), inactives show top-dose activity, negative = inhibition, most hits filed as inhibitors; hit rate 0.009% among 390,000; AID 504891, 2011; active = well fitted inhibition curve with a large enough effect in the polarisation, with a control signal flat, not every such curve was filed as active; inconclusive = small, poorly fitted or top-dose-only effect, or effect the other way, or a change in a side signal; inactive = no such curve, though single readings can be large or run the other way; the % refers to the polarisation; also: potency is read from the fitted curve at half-maximal effect; % is scaled to controls: 0 for no effect and ±100 for the full control effect
PGK inhibitor – qHTS Assay to Find Inhibitors of Phosphoglycerate Kinase | Phosphoglycerate kinase, glycosomal (Trypanosoma brucei brucei), P07378 | Potency, µM (titrated, usually from 57.5 µM), for the others: top-dose activity change, negative = inhibition, usual class: inhibitors | PGK/GAPDH coupled, Kinase-Glo luminescence, 60 min | hit rate 0.043% among 380,000; also: potency is read from the fitted curve at half-maximal effect; % is scaled to controls: 0 for no effect and ±100 for the full control effect; nearly all actives have a fitted effect of over 60% in size
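Luminescent ATP detection (Kinase-Glo Plus) follows a 60-minute room-temperature incubation, with wells lacking PGK as controls. Buffer: 100 mM TEA (pH 7.6), 5 mM MgCl2, 0.01% Tween-20. Coupling enzyme GAPDH (100 nM final) supplies unstable 1,3-BPG in-well.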
* hit, by the source's call; i = inactive; ? = inconclusive; nt = not tested or not shown; & = joins results of further samples; [ ] = another dose, or the depositor's remark. Unless noted, calls follow the shape of the dose curve; as a rule, active = well fitted curve in the direction sought with a large enough effect; inconclusive = small, poorly fitted or top-dose-only effect, or another doubt; inactive = no such curve, though single readings can be large; an effect the other way counts as inactive or inconclusive. The list is partial; the hit share may differ from the screen's.

SMILES	PI4K2A inh	GLS inh	TrxR1 substrate	IDH1 R132H inh	USP1-UAF1 inh	TrxR1 inh	HP1b chromo inh	Pin1 inhibitor	PGK inhibitor
COc1ccc(-c2noc(N3CCC(C(=O)Nc4ccc(F)cc4F)CC3)n2)cc1	-4	1%	5%[57.1 µM]	-4%	-23%	10%[57.1 µM]	30%	0%	-7%
CC(C)Cn1c(N)c(C(=O)CSc2nncs2)c(=O)n(C)c1=O	2	1%	6%	1%	-3%	13%	24%	1%	5%
COc1ccc(NC(=O)CSc2nc3ccccc3n2-c2ccccc2)c([N+](=O)[O-])c1	3	-1%	7%	4%	-23%	27%	1%	7%	-3%
CC(C)N(C(=O)CSc1nnc(Cc2ccc3c(c2)OCO3)n1C)C(C)C	9	5%	12%[57.1 µM]	-7%	-13%	5%	27%	-3%	-4%
CCn1c(CCNC(=O)c2cccs2)nnc1SCC(=O)Nc1cccc(Cl)c1	-1	5%	-5%	14%	-19%	0%	34%	-6%	i
Cc1cc(C)c(OCCCCN(C)Cc2ccccc2)c(C)c1	6	-5%	-4%	12%	-19%	12%	?	-3%	-1%
Cc1ccc(NC(=O)CS(=O)CC(=O)Nc2cnc3ccccc3c2)cc1Cl (centres undefined)	3	-3%	9%[57.1 µM]	4%	-4%	27%[57.1 µM]	9%	24%	5%
O=S(=O)(Cc1cc(Oc2ccccc2)nc(-c2ccccc2)n1)c1ccccc1	-5	-5%	10%[57.1 µM]	4%	-31%	22%[57.1 µM]	40%[activator]	14%	i
COc1cc2c(-c3ccccc3)c(C)oc2cc1/C=N/NC(N)=S	-2	-3%	3%	-21%	-13%	16%	44%[activator]	9%	i
COc1ccc(C(=O)Nc2ccc3oc(-c4ccc5ccccc5c4)nc3c2)cc1Br	11	-4%	34%	-15%	-1%	45%[activator]	5%	21%	i
COc1ccc(-c2ccc(C#N)c(SCC(=O)NC3CC3)n2)cc1OC	1	-1%	126%[activator]	4%	-10%	9%	39%[activator]	2%	3%
CCc1c(C)[nH]c(C(=O)OCc2ccccc2)c1C	3	1%	-2%	11%	-13%	5%	10%	2%	4%
COc1ccc(OC)c(CCNC(=O)c2ccc(CS(=O)Cc3cccc(Cl)c3)o2)c1 (centres undefined)	-2&0	0%&-2%	2%&-6%	12%&-7%	-14%&-5%	3%&0%	31%&26%	2%&-4%	-10%&1%
Cc1ccc2nc(SCC(=O)Nc3cc([N+](=O)[O-])ccc3F)[nH]c2c1	2	-2%	-9%	1%	-10%	-10%	24%	-3%	-2%
COCCCn1c(-c2ccc(OC)cc2)nc2c1c(=O)[nH]c(=O)n2Cc1ccccc1	7	-10%	21%	4%	7%	-6%	40%[activator]	3%	i
CCCCC(=O)Nc1cnc(NC(=O)c2ccco2)cc1C	4	0%	1%	5%	-16%	12%	28%	4%	6%
CC1CN(c2nc3c(c(=O)n(Cc4ccc(Cl)c(Cl)c4)c(=O)n3C)n2C)CC(C)O1 (centres undefined)	-4	?	-2%	7%	-21%	19%	-25%	2%	-7%
Cc1cccc(-c2noc(-c3cccnc3NCc3ccco3)n2)c1	-6	-14%	-13%	1%	-17%	-6%	35%	1%	11%
S=C(Nc1ccc(Cl)cc1)NC1CCN(Cc2ccccc2)CC1	13	6%	-7%	-4%	-10%	-17%	5%	-16%	-1%
O=C1N=C(N2CCCC2)S/C1=C\c1ccccc1	0	12%	7%[57.1 µM]	4%	-12%	-7%[57.1 µM]	-16%	11%	i
CN(CC(=O)Nc1ccc(F)cc1)C(=O)Cn1cnc2ccc([N+](=O)[O-])cc2c1=O	1	2%	2%[57.1 µM]	4%	3%	-4%[57.1 µM]	17%	-8%	10%
CN(C(=O)COC(=O)c1cnc(Cl)c(Cl)c1)C1CCS(=O)(=O)C1 (centres undefined)	-2	-4%	-2%	-10%	-14%	13%	36%	-1%	i
O=C(Nc1c(C(=O)N2CCOCC2)oc2ccccc12)c1ccccc1Cl	2	4%	-11%	-5%	-2%	-12%	62%[activator]	-3%	1%
CC1(C)C(=O)OC(c2cccn2-c2ccc([N+](=O)[O-])cc2)C2(CCCCC2)C1=O (centres undefined)	4	-5%	8%	3%	-11%	15%	33%	-1%	3%
CCCCOC(=O)C1C2C=C[C@]3(CN(CCCOC)C(=O)[C@H]13)O2 (some centres undefined)	-2	16%	2%	-1%	-1%	7%	10%	-4%	3%

Molecules shown so far that have two or more sulfur atoms:
SMILES	PI4K2A inh	GLS inh	TrxR1 substrate	IDH1 R132H inh	USP1-UAF1 inh	TrxR1 inh	HP1b chromo inh	Pin1 inhibitor	PGK inhibitor
CC(C)Cn1c(N)c(C(=O)CSc2nncs2)c(=O)n(C)c1=O	2	1%	6%	1%	-3%	13%	24%	1%	5%
CCn1c(CCNC(=O)c2cccs2)nnc1SCC(=O)Nc1cccc(Cl)c1	-1	5%	-5%	14%	-19%	0%	34%	-6%	i

Remaining list, next part:
SMILES	PI4K2A inh	GLS inh	TrxR1 substrate	IDH1 R132H inh	USP1-UAF1 inh	TrxR1 inh	HP1b chromo inh	Pin1 inhibitor	PGK inhibitor
CC(C)(C)C(=O)Nc1scc(-c2ccc(-c3ccccc3)cc2)c1C(=O)O	-2	8%	1%	-1%	-15%	15%	17%	1%	nt
COc1ccc(CC(=O)OCC(=O)N2CCN(S(=O)(=O)c3ccc(C)cc3C)CC2)cc1OC	0	-7%	-6%	19%	-8%	-5%	8%	-10%	-7%
C=CCNc1nc(C2(C)CC3(CC(C)OC3=O)C(=O)O2)cs1 (centres undefined)	0	19%	-1%	1%	-6%	12%	28%	5%	-1%
Cc1cccc(C)c1NC(=O)CN(C)C(=O)CCc1nc2sc3c(c2c(=O)[nH]1)CCCC3	-5	-1%	2%	-2%	-18%	2%	27%	38%[activator]	4%
O=[N+]([O-])c1ccc2[nH]c3c(c2c1)CCCC3	4	0%	-10%	-4%	-8%	0%	3%	0%	0%
Cc1ccc(NC(=O)C2CC(=O)N(CCc3ccccc3)C2)c(C)c1 (centres undefined)	-2	-2%	-3%	5%	0%	13%[57.1 µM]	26%	-3%	-6%
Cc1ccc(C(=O)OCC(=O)NCc2cc(C)c(O)c(C)c2)cc1S(=O)(=O)N1CCCCC1	-7	0%	6%	-3%	-14%	25%	10%	0%	-12%
Cc1ccc(NC(=S)N(CCN(C)C)Cc2cccs2)cc1	3	15%	4%	4%	-17%	5%	20%	2%	-6%
CCc1ccc(Nc2ncc3c(n2)CC(c2ccco2)CC3=O)cc1 (centres undefined)	-3	-2%	2%	2%	-12%	-18%	25%	1%	1%
Cc1cccc(NC(=O)COc2ccccc2C)n1	2	-3%	6%[57.1 µM]	1%	-2%	1%	36%	-1%	0%
Cc1ccc(-c2nnc(Nc3cccc(O)c3)c3ccccc23)cc1S(=O)(=O)N1CCCCC1	1	15%	4%	-9%	-12%	11%	0%	7%	-5%
C/C(CCc1ccc2c(c1)OCO2)=N\NC(=O)c1ccccc1Br	1	0%	-9%	0%	-11%	-4%	20%	-6%	-6%
COC(=O)[C@H]1C[C@H]1[C@@H](NC(=O)c1ccc[nH]1)c1ccccc1	0	2%	3%&-5%	-3%	-5%	17%&2%	43%&20%[activator]	3%&-1%	9%
O=C(NNc1nc(-c2ccccc2)cs1)c1ccco1	-5	25%	-7%	3%	-17%	1%	23%	-8%	4%
O=C(NC1CCCCC1)N1CCN(c2ccccc2Cl)CC1	-4	-5%	4%	11%	-11%	-4%	35%	-5%	-5%
Cc1cc(O)c(C2(C(F)(F)F)NCCNC2=O)cc1C (centres undefined)	1	-5%	0%	0%	0%	4%	39%	-4%	i
Cn1c(N)c(C(=O)COC(=O)CCCc2c[nH]c3ccccc23)c(=O)n(C)c1=O	0	19%	-4%	9%	-9%	3%	-15%	-2%	0%
COc1ccccc1N1CCN(S(=O)(=O)c2cc(-c3cc(C)no3)ccc2C(C)C)CC1	-3	-19%	-2%	-5%	-16%	26%	27%	10%	-6%
CCCCn1c(=O)c(CCC(=O)OC(C)C(=O)Nc2cccc(Cl)c2Cl)nc2ccccc21 (centres undefined)	-6	-7%	3%	1%	-26%	4%	42%[activator]	30%[activator]	-8%
COc1cc(C(=O)OCC(=O)NC(C)CCc2ccccc2)cc(OC)c1OC (centres undefined)	-1	-10%	3%	7%	-20%	20%	7%	5%	i
Cn1cc(S(=O)(=O)N2CCCC(C(=O)O)C2)cn1 (centres undefined)	3	6%	4%[57.1 µM]	-7%	-15%	10%[57.1 µM]	-3%	0%	-3%

Source: PubChem BioAssay
